From PubChem BioAssay
CHRM1 antagonist: human CHRM1 antagonism. P11229. CHO-K1 hM1, Fluo-8 calcium fluorescence, ACh EC80 antagonist. inhibition, % at 3 µM. 1.3% of 360,000 active;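 active means percent inhibition above its own plate's cutoff, namely the mean of that plate's compound wells plus 3 SD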;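 further: peak over basal fluorescence ratio during 140 s after agonist addition; 0% = ACh EC80 plus DMSO and 100% = DMSO alone without agonist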
Target sequence (P11229 whole entry, looked up): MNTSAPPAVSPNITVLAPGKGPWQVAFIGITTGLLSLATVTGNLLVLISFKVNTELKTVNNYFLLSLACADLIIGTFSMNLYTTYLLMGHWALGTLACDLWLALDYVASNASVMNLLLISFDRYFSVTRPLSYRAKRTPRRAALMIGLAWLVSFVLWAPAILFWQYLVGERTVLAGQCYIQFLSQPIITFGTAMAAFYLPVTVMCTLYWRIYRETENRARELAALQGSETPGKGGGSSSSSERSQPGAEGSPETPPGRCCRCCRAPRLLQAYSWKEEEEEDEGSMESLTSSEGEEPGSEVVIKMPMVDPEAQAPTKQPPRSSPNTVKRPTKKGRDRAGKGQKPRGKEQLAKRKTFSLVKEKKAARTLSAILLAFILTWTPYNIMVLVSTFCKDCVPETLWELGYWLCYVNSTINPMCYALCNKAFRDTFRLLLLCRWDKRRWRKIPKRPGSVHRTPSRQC
M1 ag: agonists of human M1 muscarinic receptor; CHO-K1 hM1, Fluo-8 calcium fluorescence, agonist mode; 0% DMSO, 100% acetylcholine EC100; activation, % at 3 µM; 0.33% of 360,000 active;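 active means activation above the run's mean compound activation plus 3 SD, cut at about 16% in these data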;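 further: peak over basal fluorescence ratio within a 140 s kinetic read after compound addition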
CHO-K1 Ca antag: nonselective inhibitor or artifact in parental CHO-K1 cells. inhibition, % at 3 µM. ATP-induced calcium, Fluo-8 fluorescence. AID 602250. 0.6% of 360,000 active;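 active means inhibition above a per-plate cutoff, the plate's mean sample inhibition plus 3 SD, cut at about 24% in these data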;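 further: 0% = DMSO plus EC80 ATP and 100% = DMSO alone without ATP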
CHO-K1 Ca PAM: nonselective activator or artifact in parental CHO-K1 calcium assay; AID 602247; activation, % at 3 µM; 0.02% of 360,000 active; ATP EC20, Fluo-8 calcium fluorescence; 0% at ATP EC20, 100% at ATP max;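 active means activation above the run cutoff, the mean activation of all test compounds plus 3 SD, cut at about 40% in these data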;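 further: peak over basal fluorescence ratio in a 140 s read after ATP addition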
CHO parental Ca: counter-screen: ATP calcium response change in parental CHO cells; parental CHO-K1, ATP-induced calcium, Fluo-8 fluorescence; inhibition, % at 5.6 µM; 0.63% of 330,000 active; AID 463079;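 active means inhibition above that plate's mean sample inhibition plus 3 SD, cut at about 26% in these data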;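 further: 0% = ATP-challenged DMSO wells and 100% = DMSO wells without ATP; some compounds past the cut are filed as inactive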
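Material: Parental CHO cells | Reagent: ATP | Compound dosing: Single nominal dose of 5.6 µM per compound | Detection: Intracellular calcium via Fluo-8 no-wash fluorescent dye | Read-out: % inhibition of ATP-induced calcium mobilization | Benchmarks: Low control ATP plus DMSO, high control DMSO only | Replicates: Singlicate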
M1 ag parental: counter-screen for M1 agonists: effect in parental CHO-K1 cells. Fluo-8 calcium fluorescence; scaled to maximal ATP response, vehicle zero. activation, % at 3 µM. 0.48% of 360,000 active; in the data active means activation above about 15%;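 further: untransfected CHO-K1 host cells lacking M1 receptor as counterscreen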
M1 PAM: human CHRM1 positive allosteric modulation; activation, % at 3 µM; P11229; CHO-K1 hM1, Fluo-8 calcium fluorescence, ACh EC20; 0% = ACh EC20, 100% = maximal ACh; 0.088% of 360,000 active; in the data active means activation above about 19%, passing the limit was not always enough
TAAR1 ag: human TAAR1 agonism | CHO RD-HGA16 TAAR1, Fluo-8 calcium fluorescence; vehicle wells 0%, saturating PEA agonist 100% | activation, % at 3 µM | Q96RJ0 | 0.99% of 360,000 active;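 active means activation above the mean activation of all test compounds in the run plus 3 SD, cut at about 38% in these data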
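Benchmarks: low control DMSO, high control PEA (EC100); System: CHO RD-HGA16 cells carrying human TAAR1 plus Gα16; Detection: Fluo-8 fluorescence, 5 s baseline then 140 s kinetic read; Schedule: 17-24 h plating, Fluo-8 75 min 37 °C, 30 min RT; Read-out basis: % activation from peak over basal fluorescence ratio, DMSO-to-PEA scaled.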
TAAR1 antagonist: human TAAR1 antagonism | Q96RJ0 | CHO RD-HGA16 TAAR1, Fluo-8 calcium fluorescence, antagonist | inhibition, % at 3 µM | 1.5% of 360,000 active | AID 624466;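 active means inhibition above a per-plate cutoff, the mean inhibition of test compounds on that plate plus 3 SD, cut at about 49% in these data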;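 further: 0% = DMSO plus EC80 beta-PEA response and 100% = DMSO alone without agonist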
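Test system: CHO RD-HGA16 cells bearing hTAAR1 | Reagent: β-PEA, EC80 | Compound dosing: 3 µM, single point | Schedule: Dye loading 75 min at 37 °C, then 30 min room temperature | Signal: Calcium fluorescence with Fluo-8 | Evaluation: Percent inhibition of PEA-evoked calcium signal, max/basal emission ratio | Control set: DMSO-only wells and EC80 β-PEA-stimulated wells | Repeats: Singlicate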
An asterisk follows results filed as active; nt = no result given.

1. COc1cccc(CNC(=O)C2CCN(C(=O)N(C)C)CC2)c1
2. CCOC(=O)c1sc(NC(=O)CC2OC(=O)c3ccccc32)nc1C (stereo not given)
3. CC(C)Oc1ccc(N2CC(C(=O)Nc3ccc4c(c3)OCO4)CC2=O)cc1 (stereo not given)
4. Cc1cc2ncn(CC3CC3(Cl)Cl)c2cc1C (stereo not given)
5. CCCC(=O)Nc1ccccc1NC(=O)c1ccc(OCC)c(OCC)c1
6. Cc1ccc(C(=O)N/C(=C/C=C\c2ccccc2)C(=O)NCc2ccco2)cc1
7. CCc1cccc2c1NC(=O)C21N2CCCC2C(C(=O)c2ccc3ccccc3c2)C12C(=O)Nc1ccccc12 (stereo not given)
8. Cc1ccc(F)c(CNC(=O)C2CCC(=O)N(Cc3ccccn3)C2)c1F (stereo not given)

entry no. | 1 | 2 | 3 | 4 | 5 | 6 | 7 | 8
CHRM1 antagonist | -14 | -4 | -19 | -11 | 2 | 11 | 19 | -3
M1 ag | 2 | -2 | 0 | -11 | -4 | -6 | 4 | -5
CHO-K1 Ca antag | -7 | -7 | 1 | -7 | 16 | 1 | 23 | 27*
CHO-K1 Ca PAM | 10 | -9 | 10 | 16 | -13 | 7 | -11 | 0
CHO parental Ca | -8 | nt | -14 | -32 | -13 | -6 | -22 | -20
M1 ag parental | 0.0 | 0.8 | 1.6 | 1.1 | 0.1 | 0.6 | -0.3 | 0.3
M1 PAM | 21 | 1 | 13 | -2 | -4 | -4 | 10 | 2
TAAR1 ag | 2 | -1 | 1 | 5 | 0 | 3 | 0 | 1
TAAR1 antagonist | 13 | 7 | -11 | -6 | -2 | -2 | -11 | -13

Of the compounds above, three contain nitrogen in an aromatic ring:
2. CCOC(=O)c1sc(NC(=O)CC2OC(=O)c3ccccc32)nc1C (stereo not given)
4. Cc1cc2ncn(CC3CC3(Cl)Cl)c2cc1C (stereo not given)
8. Cc1ccc(F)c(CNC(=O)C2CCC(=O)N(Cc3ccccn3)C2)c1F (stereo not given)

entry no. | 2 | 4 | 8
CHRM1 antagonist | -4 | -11 | -3
M1 ag | -2 | -11 | -5
CHO-K1 Ca antag | -7 | -7 | 27*
CHO-K1 Ca PAM | -9 | 16 | 0
CHO parental Ca | nt | -32 | -20
M1 ag parental | 0.8 | 1.1 | 0.3
M1 PAM | 1 | -2 | 2
TAAR1 ag | -1 | 5 | 1
TAAR1 antagonist | 7 | -6 | -13

Returning to the listing, repeating the 2 entries before the break.
7. CCc1cccc2c1NC(=O)C21N2CCCC2C(C(=O)c2ccc3ccccc3c2)C12C(=O)Nc1ccccc12 (stereo not given)
8. Cc1ccc(F)c(CNC(=O)C2CCC(=O)N(Cc3ccccn3)C2)c1F (stereo not given)
9. CC1CCC(N(C)C(=O)CN2C(=O)NC(c3ccccc3)(c3ccccc3)C2=O)CC1 (stereo not given)
10. COc1ccc(CNC(=O)CS(=O)(=O)Cc2nc(-c3ccc(OC)cc3)oc2C)cc1
11. Cc1cccc(S(=O)(=O)NC(=O)C2(C)CCN2C(=O)c2ccccc2)c1 (stereo not given)
12. CN(C)c1ccc(-c2csc(C(O)c3ccc(F)c(F)c3)n2)cc1 (stereo not given)
13. COc1ccc(-c2ncnc(C(F)(F)F)c2-c2csc(C)n2)c(O)c1
14. CC(Sc1ccc2ccccc2c1)C(=O)NC(N)=O (stereo not given)
15. CCOc1ccccc1C1CC(=O)Nc2cc(C)c(C)cc21 (stereo not given)
16. CCOc1ccc(OCCCC(=O)N(C)CC(=O)Nc2ccc(N3CCOCC3)cc2)cc1

entry no. | 7 | 8 | 9 | 10 | 11 | 12 | 13 | 14 | 15 | 16
CHRM1 antagonist | 19 | -3 | 11 | -8 | -13 | 42* | 15 | -15 | -19 | 0
M1 ag | 4 | -5 | -3 | -1 | -4 | 42* | -4 | 1 | -3 | 7
CHO-K1 Ca antag | 23 | 27* | 9 | -12 | -2 | 24* | -11 | -10 | -13 | 4
CHO-K1 Ca PAM | -11 | 0 | 5 | -8 | 8 | -13 | 5 | 19 | 26 | 6
CHO parental Ca | -22 | -20 | nt | -40 | nt | nt | -10 | -4 | -15 | -4
M1 ag parental | -0.3 | 0.3 | -0.4 | 0.2 | -0.1 | 35* | 0.1 | 3.5 | 2.0 | 0.4
M1 PAM | 10 | 2 | -7 | 2 | 9 | -29 | -4 | 12 | 13 | 15
TAAR1 ag | 0 | 1 | 0 | 3 | 0 | 100* | 0 | 1 | 19 | 3
TAAR1 antagonist | -11 | -13 | -13 | -1 | -4 | 99* | -30 | -27 | -4 | -29

17. CCn1c(CS(=O)Cc2ccc(Cl)cc2Cl)nnc1SCc1c(Cl)cccc1Cl (stereo not given)
18. O=C(CCNC(=O)c1ccc([N+](=O)[O-])cc1)Nc1ccc(F)c(F)c1F
19. COc1ccc(/C=N/Nc2ccccn2)cc1OC
20. Cc1ccccc1NC(=O)NCCCN1CCCC1
21. COc1ccc2cc(C(=O)N3CCCC(Nc4ccc(F)cc4)C3)n(C)c2c1 (stereo not given)
22. Cc1cn([C@H]2C[C@H](O)[C@@H](/C=C/C(=O)NCCc3ccc4c(c3)OCO4)O2)c(=O)[nH]c1=O
23. N#CCN(N=Nc1ccccc1)c1ccccc1
24. COc1ccc(-c2csc(NCc3ccco3)n2)cc1C

entry no. | 17 | 18 | 19 | 20 | 21 | 22 | 23 | 24
CHRM1 antagonist | 12 | -15 | -12 | 4 | -7 | -35 | -10 | -1
M1 ag | -4 | -5 | -2 | -5 | -1 | 6 | -8 | -3
CHO-K1 Ca antag | -3 | -3 | 3 | -5 | -4 | -21 | -11 | -6
CHO-K1 Ca PAM | 16 | -6 | -12 | 19 | 2 | 14 | 17 | 13
CHO parental Ca | -25 | -2 | -5 | 9 | -18 | nt | -3 | -26
M1 ag parental | 1.8 | 0.1 | 0.4 | 0.6 | 2.5 | 0.8 | 1.1 | -0.5
M1 PAM | -8 | 16 | 14 | 0 | 8 | 7 | 7 | 1
TAAR1 ag | nt | 0 | 1 | 0 | 1 | 0 | -1 | nt
TAAR1 antagonist | nt | 0 | -17 | 14 | -20 | 9 | -8 | nt
